Bioassay records: PubChem, National Center for Advancing Translational Sciences (NCATS)
NPSR antag: blocks cAMP signaling of the human neuropeptide S receptor | Potency, µM (series often up to 38.3 µM), for the others: at the highest dose activity change, negative = inhibition, actives largely listed as inhibitors | Q6W5P4 | AID 1461 | actives 1% (n = 220,000) | CHO-NPSR cells, cAMP TR-FRET, antagonist mode; further: on the % scale 0 is the no-effect control and ±100 the full control effect; nearly all actives have a fitted effect of over 50% in size; many of its hits are not listed in these tables
Target sequence (Q6W5P4 whole entry, looked up): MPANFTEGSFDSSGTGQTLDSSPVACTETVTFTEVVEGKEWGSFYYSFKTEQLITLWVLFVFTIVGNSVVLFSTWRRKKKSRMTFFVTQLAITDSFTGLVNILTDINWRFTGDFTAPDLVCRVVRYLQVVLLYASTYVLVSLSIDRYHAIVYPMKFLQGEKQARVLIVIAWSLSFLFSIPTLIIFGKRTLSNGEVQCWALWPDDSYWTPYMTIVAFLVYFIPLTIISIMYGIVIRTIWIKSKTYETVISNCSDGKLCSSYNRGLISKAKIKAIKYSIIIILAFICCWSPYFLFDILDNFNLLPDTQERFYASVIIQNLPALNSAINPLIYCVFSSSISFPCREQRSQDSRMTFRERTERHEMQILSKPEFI
Tau fluor counter: counter-screen for tau fibril formation inhibitors. tau K18 P301L Alexa594 fluorescence, heparin fibrillization. Potency, µM (top dose mostly 57.7 µM), inactives show at the highest dose activity change, negative = decrease. actives 0.93% (n = 280,000). AID 1463; further: on the % scale 0 is the no-effect control and ±100 the full control effect; nearly all actives have a fitted effect of over 55% in size
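Human tau K18 P301L (15 uM unlabeled, 0.24 uM Alexa 594-labeled) in 100 mM sodium acetate pH 7 with 20 uM heparin, 6 hr at 37 C. ThT 30 uM added, 1 hr ambient; Alexa 594 FP and total fluorescence read at 555/632 nm.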
GLA spleen mod: inhibitors or activators of human alpha-galactosidase in spleen homogenate; AID 2107; actives 0.008% (n = 240,000); human spleen homogenate, 4MU-alpha-Gal fluorescence, 40 min; Potency, µM (titrated, usually from 80 µM), for the others: top-dose activity change, negative = inhibition, most hits filed as inhibitors; P06280;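 further: 0% = enzyme with vehicle and -100% = no enzyme basal signal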
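Fluorogenic readout (Ex 365/Em 440 nm) of 4-methylumbelliferone released from 1 mM 4-MU-alpha-galactoside by spleen homogenate, 40 min at 37C, pH 5.0. Data normalized to no-enzyme and enzyme controls; Hill-equation AC50 from compound titrations.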
aGlu spleen mod: inhibitors or activators of human alpha-glucosidase in spleen homogenate; P10253; human spleen homogenate, 4-MU-alpha-glucoside fluorescence; Potency, µM (titrated, usually from 79.9 µM), for the others: top-dose activity change, negative = inhibition, most hits filed as inhibitors; actives 0.006% (n = 240,000); AID 2112;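 further: 0% = enzyme with vehicle and -100% = no enzyme basal signal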
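Human spleen homogenate (1 ug) with 4-methylumbelliferyl-alpha-D-glucopyranoside (1 mM final) in 50 mM citrate/phosphate pH 5.0, 0.01% Tween-20; 40 min at 37 C. Stopped at pH 10; 4-MU fluorescence Ex 365/Em 440 nm; AC50 by Hill fit.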
GAA inhib: alpha-glucosidase (human) inhibition | purified human GAA, 4-MU-alpha-glucoside fluorescence | actives 0.005% (n = 200,000) | P10253 | Potency, µM (top dose mostly 76.9 µM), for the others: top-dose activity change, negative = inhibition, hits mostly inhibitors;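 further: plate controls were uninhibited enzyme wells for no effect and no-enzyme background for full effect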
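Endpoint fluorogenic read: 20 min room-temperature reaction of 4 nM human alpha-glucosidase with 400 uM 4-methylumbelliferyl-alpha-D-pyranoside, pH 5.0, quenched with 1M NaOH/1M glycine pH 10. AC50 from Hill modeling.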
Epigenetic derep: epigenetic control regulation, reporter derepression | murine LDR cells, GFP reporter derepression, 30 h | Potency, µM (series often up to 53.9 µM), without a hit: at the top dose GFP activation, hits mostly activators | actives 0.2% (n = 280,000); further: % of control where 0% means no effect; nearly all actives have a fitted effect of over 60% in size
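Readout is the number of GFP-expressing murine LDR cells, counted by cytometry following washing. Cells were treated with compound for 30 h at 37 C; the stably integrated CMV-GFP locus is normally silent.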
GAA glycogen: inhibitors or activators of human alpha-glucosidase glycogen cleavage. P10253. recombinant GAA, glycogen substrate, Amplex Red glucose oxidase fluorescence. actives 0.38% (n = 300,000). AID 2100. Potency, µM (top dose mostly 76.4 µM), for the others: at the top dose activity change, negative = inhibition, actives largely listed as inhibitors;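 further: 0% = full enzyme reaction and -100% = no-enzyme basal signal; the screen sought inhibitors and activators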
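Recombinant enzyme (4 nM final) with compounds titrated up to 77 uM and bovine liver glycogen (30 ug) in citrate pH 5.0, 0.01% Tween-20, 37 C 40 min. Released glucose detected by Amplex Red/glucose oxidase (Ex 573/Em 610); AC50 from Hill fits.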
ALDH1A1 inh: ALDH1A1 (human) enzyme inhibition; P00352; Purified ALDH1A1, NADH fluorescence, propionaldehyde substrate; Potency, µM (titrated, usually from 75.3 µM), for the others: at the highest dose activity, negative = inhibition, usual class: inhibitors; actives 7.3% (n = 220,000); active means well fitted inhibition curve with a large enough effect, not every such curve was filed as active; inconclusive means small, poorly fitted or top-dose-only effect, or another doubt; inactive means no such curve, though single readings can be large or run the other way;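 further: plate controls were no enzyme wells and a reference inhibitor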
Target sequence (P00352 whole entry, looked up): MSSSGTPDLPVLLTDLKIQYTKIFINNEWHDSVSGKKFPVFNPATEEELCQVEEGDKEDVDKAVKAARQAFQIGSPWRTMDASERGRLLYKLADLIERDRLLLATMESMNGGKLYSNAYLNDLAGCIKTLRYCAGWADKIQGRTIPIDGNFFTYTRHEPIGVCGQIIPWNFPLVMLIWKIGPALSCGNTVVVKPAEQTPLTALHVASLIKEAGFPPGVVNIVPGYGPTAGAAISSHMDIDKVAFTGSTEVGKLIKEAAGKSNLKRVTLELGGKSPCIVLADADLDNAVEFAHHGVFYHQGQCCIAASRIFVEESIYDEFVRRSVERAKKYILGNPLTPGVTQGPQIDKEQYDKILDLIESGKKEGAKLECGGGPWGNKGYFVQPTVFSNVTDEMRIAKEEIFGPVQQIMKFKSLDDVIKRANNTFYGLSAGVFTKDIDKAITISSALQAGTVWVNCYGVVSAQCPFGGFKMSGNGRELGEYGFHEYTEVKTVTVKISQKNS
Numbers without * were called inactive; ? = inconclusive; nt = no result given; & = joins results of further samples; [ ] = remark or other dose. Unless noted, the call rests on the fitted dose curve; in most records, active means well fitted curve in the direction sought with a large enough effect; inconclusive means small, poorly fitted or top-dose-only effect, or another doubt; inactive means no such curve, though single readings can be large; an effect the other way counts as inactive or inconclusive. Potency means the concentration at half of the fitted maximal effect.

SMILES | NPSR antag | Tau fluor counter | GLA spleen mod | aGlu spleen mod | GAA inhib | Epigenetic derep | GAA glycogen | ALDH1A1 inh
CCCOC(=O)c1ccc(-n2nnnc2SCC(=O)N2CCCCC2)cc1 | -26%[46.1 µM] | -18% | 8% | 2% | -3% | 0.0% | -5% | ?
NNC(=O)c1cc2c(N3CCC(Cc4ccccc4)CC3)ncnc2s1 | -36% | -9% | 0% | -4% | ? | -0.4% | ? | ?
O=P(OC1CCCCC1)(OC1CCCCC1)C(O)c1cccnc1 (stereo unspecified) | -17% | 1% | 8% | 9% | -10% | -0.3% | 3% | -13%
O=C(CSc1nccn1-c1ccc(Cl)cc1)NCc1ccc2c(c1)OCO2 | ? | -13% | 8% | 7% | -8% | 0.8% | nt | -6%
Cc1cccc(NC(=S)NC2CCN(Cc3ccccc3)CC2)c1C | 30% | -3% | 0% | -8% | 2% | -1.1% | 5% | 7%
CSCC(=O)N1CCCC(CO)(Cc2ccccc2C)C1 (stereo unspecified) | -15% | -15% | -9% | -6% | 3% | 0.1% | 6% | ?
O=C(Nc1ccc(-c2csc(Nc3ccccc3)n2)cc1)c1cccc(C(F)(F)F)c1 | -15% | ? | -9% | -3% | nt | -1.6% | -24% | nt
CCOC(=O)C(NC(=O)c1cccc(Cl)c1)(Nc1sc2c(c1C(N)=O)CCC2)C(F)(F)F (stereo unspecified) | ? | -16% | -12% | -8% | 5% | 1.3% | ? | ?
Cc1csc2c(N(C)CCO)ncnc12 | -31% | 1% | 0% | 3% | 1% | -1.7% | 8% | -8%
CCCn1c(SCC(=O)N2CCCC2)nc2c1c(=O)n(C)c(=O)n2C | 15%[46.1 µM] | -3% | 18% | 3% | -1% | -5.2% | 9% | -7%
Cc1ccc(CNS(=O)(=O)N(C)C)cc1 | -1%[46.1 µM] | -7% | 0% | 5% | 0% | -1.5% | 5% | 6%
CCOP(=O)(OCC)C(NC(=O)Nc1ccc(Cl)c(Cl)c1)C(N)=O (stereo unspecified) | 23% | -14% | 0% | -3% | -1% | 1.6% | 10% | 3%
Cc1c(Cl)cccc1-n1c(-c2cccnc2)n[nH]c1=S | -11% | 10% | -4% | -1% | 14% | 1.4% | 9% | 3%
O=C(COC(=O)C1COc2ccccc2O1)Nc1cccc(S(=O)(=O)N2CCCCC2)c1 (stereo unspecified) | 5% | -10% | 10% | 9% | -2% | -0.2% | -7% | -11%
CN(C)c1ccc(C(c2nnnn2CCOC(=O)Nc2ccc(Cl)cc2)N2CCOCC2)cc1 (stereo unspecified) | -25%[46.1 µM] | ? | -10% | -11% | -11% | -1.0% | -29% | 25µM*
CC1(C)Cc2c(sc(NC(=O)c3ccccc3Cl)c2C(=O)O)CO1 | 40% | -15% | 1% | -1% | 12% | -1.6% | 11% | -16%
CCOC(=O)[C@H](CCc1ccccc1)N[C@@H](C)C(=O)N1[C@H](C(=O)O)C[C@H]2CCCC[C@@H]21 | nt | 4% | 13% | 9% | nt | -1.3% | nt | -1%
CCC/C=C(\CCC)C(NC(=O)c1cccs1)c1ccc(C(=O)OC)cc1 (stereo unspecified) | nt | -10% | -16% | -5% | nt | 0.0% | nt | -4%
COc1ccc(Cl)cc1Nc1nc(N)nc(C(F)(F)F)n1 | -16%[46.1 µM] | -9% | 7% | -15% | -4% | 0.0% | 5% | 6%
Cc1ccc(C(=O)NCc2nnc(SCC(=O)Nc3ccccc3)n2C)cc1 | 12% | 5% | -9% | -4% | -7% | 0.9% | 7% | 2%
O=C(Cn1nnc(-c2ccncc2)n1)NCCc1ccccc1 | -5%[46.1 µM] | -9% | 4% | -1% | -5% | -1.0% | 1% | 8%
COC(=O)c1cn(NC(=O)c2ccc(OC)c([N+](=O)[O-])c2)c(=O)c2ccccc12 | -18% | -7% | -3% | -1% | -3% | -3.2% | 3% | ?
CCOC(=O)N1CCN(c2cc(=O)n(-c3ccc(OC)cc3)c(=O)[nH]2)CC1 | -6%[46.1 µM] | 1% | -8% | -2% | -3% | -1.1% | 5% | -2%
COC(=O)c1ccc(Oc2ccc(C(F)(F)F)cn2)cc1 | -4% | -4% | -2% | nt | -2% | -0.7% | -4% | 13%
O=C(CSc1nnc(-c2ccccc2)o1)c1nnc(-c2ccccc2)o1 | -6%[46.1 µM] | ? | -10% | 0% | -2% | -2.7% | -6% | ?

A draw from above in order of molar mass, high to low:
SMILES | NPSR antag | Tau fluor counter | GLA spleen mod | aGlu spleen mod | GAA inhib | Epigenetic derep | GAA glycogen | ALDH1A1 inh
O=C(COC(=O)C1COc2ccccc2O1)Nc1cccc(S(=O)(=O)N2CCCCC2)c1 (stereo unspecified) | 5% | -10% | 10% | 9% | -2% | -0.2% | -7% | -11%
CCOP(=O)(OCC)C(NC(=O)Nc1ccc(Cl)c(Cl)c1)C(N)=O (stereo unspecified) | 23% | -14% | 0% | -3% | -1% | 1.6% | 10% | 3%
CCCOC(=O)c1ccc(-n2nnnc2SCC(=O)N2CCCCC2)cc1 | -26%[46.1 µM] | -18% | 8% | 2% | -3% | 0.0% | -5% | ?
CCOC(=O)N1CCN(c2cc(=O)n(-c3ccc(OC)cc3)c(=O)[nH]2)CC1 | -6%[46.1 µM] | 1% | -8% | -2% | -3% | -1.1% | 5% | -2%
CSCC(=O)N1CCCC(CO)(Cc2ccccc2C)C1 (stereo unspecified) | -15% | -15% | -9% | -6% | 3% | 0.1% | 6% | ?
Cc1c(Cl)cccc1-n1c(-c2cccnc2)n[nH]c1=S | -11% | 10% | -4% | -1% | 14% | 1.4% | 9% | 3%
COC(=O)c1ccc(Oc2ccc(C(F)(F)F)cn2)cc1 | -4% | -4% | -2% | nt | -2% | -0.7% | -4% | 13%
Cc1csc2c(N(C)CCO)ncnc12 | -31% | 1% | 0% | 3% | 1% | -1.7% | 8% | -8%

(continued)
SMILES | NPSR antag | Tau fluor counter | GLA spleen mod | aGlu spleen mod | GAA inhib | Epigenetic derep | GAA glycogen | ALDH1A1 inh
COc1ccc(Br)cc1C(=O)Nc1ccccc1N1CCN(C(=O)c2ccccc2)CC1 | -58% | -10% | -5% | 2% | 2% | 2.1% | 15% | ?
Cc1cccc2c1CC(C)(C)N=C2C1=C(O)CCCC1=O | 2%[46.1 µM] | 7% | 2% | 3% | -4% | -1.2% | 5% | 5%
Cc1ccc(CNc2nc3c([nH]2)c(=O)n(C)c(=O)n3C)cc1 | -12%[7.67 µM] | -5% | 1% | -6% | -3% | 5.4% | 4% | -11%
CCc1nn(CC(=O)NCCCN(CC)CC)c(=O)c2cc3sc(C)cc3n12 | 16% | -4%&1% | -2% | 5% | nt | -1.0%&1.4% | 10% | nt
COc1cccc(NC(=O)CCNS(=O)(=O)c2cccc3nsnc23)c1 | 3% | -6% | -3% | -2% | -2% | -2.6% | 9% | 5%
COc1ccc(-c2cccc([C@H]3[C@@H]4C=CC[C@@H](C)[C@@H]4C(=O)N3Cc3ccccc3)c2)cc1 | nt | -13%[81.3 µM] | 7% | -5% | nt | -0.8% | nt | 7%
CCCCCCSC1=C(C#N)C(c2ccc(C)o2)CC(=O)N1 (stereo unspecified) | -29%[46.1 µM] | -18% | 1% | 2% | -5% | 0.0% | -7% | 7.9µM*
CC(C)CN(Cc1cc(=O)oc2cc3c(cc12)CCCC3)CC(C)C | 28%[7.67 µM] | -16% | -2% | -2% | nt | -1.4% | 2% | nt
COc1ccc(-c2cc(C(F)F)n3ncc(C(=O)N4CCSCC4)c3n2)cc1 | -21%[46.1 µM] | -6% | 5% | 1% | -14% | 0.0% | 3% | ?
O=C(NCc1ccco1)C(=O)NCC1OCCCN1S(=O)(=O)c1ccccc1 (stereo unspecified) | 6% | -6% | 2% | 5% | -8% | 0.9% | 1% | 14µM*
O=C1Nc2ccccc2N(O)N1c1cc(-c2ccccc2Cl)no1 | 7%[46.1 µM] | -5% | 4% | 2% | -12% | -2.7% | -3% | 18%
O=C(Nc1nccs1)C1CCCN1S(=O)(=O)c1cccc2cccnc12 (stereo unspecified) | -9%[46.1 µM] | -11% | 7% | 3% | 0% | -1.0% | 20% | 5%
COc1cc(/C=c2\sc3nc(=O)c(-c4ccccc4)nn3c2=O)ccc1OCCC(C)C | -10% | -7% | 19% | -1% | 1% | 12% | 17% | ?
Cc1cccc(-n2nc(C(=O)c3ccco3)cc(-c3nc4ccccc4[nH]3)c2=N)c1 | -7% | -23% | -5% | -9% | -4% | 0.1% | 10% | -2%
Clc1ccc(C2CC(c3cccs3)n3ncnc3N2)c(Cl)c1 (stereo unspecified) | 36% | -7% | -9% | -27% | nt | -0.2% | -13% | -2%
CCCn1c(NCc2cccs2)nc2ccccc21 | -4%[46.1 µM] | -11% | -3% | 9% | -5% | -4.9% | 4% | -1%
O=C(Nc1c2c(nn1-c1ccccc1)CS(=O)C2)c1ccc(S(=O)(=O)N2CCOCC2)cc1 (stereo unspecified) | 1% | -5% | 2% | 3% | -8% | -0.4% | 0% | -5%
O=C(/C=C/c1ccc2c(c1)OCO2)c1ccc[nH]1 | -2% | -5% | 3% | -1% | -1% | -1.0% | -10% | 5%
CCOc1ccc(/C=C2\SC(=S)N(Nc3ccccc3)C2=O)cc1OC | -15% | -20% | -3% | 4% | 3% | 1.0% | -2% | 3.2µM*
Cc1cccc(NC(=O)CN2C(=O)S/C(=C\c3cc(C)n(C)c3C)C2=O)c1 | 21% | ? | 0% | 2% | ? | ? | -1% | -9%
Cc1ccc(NC(=O)COC(=O)c2ccc3c(c2)NC(=O)C2CCCN32)cc1C (stereo unspecified) | -8%[46.1 µM] | -15% | 2% | 0% | 2% | -3.2% | -5% | ?
CCCCC(=O)Nc1cc(N(C)C)nc2ccccc12 | 17%[46.1 µM] | 0% | 27% | 0% | ? | -1.9% | ? | ?
CCN(CC)S(=O)(=O)c1ccc2[nH]cc(C(=O)NCCc3ccccc3)c(=O)c2c1 | -24%[46.1 µM] | ? | -8% | -3% | 4% | -8.8%&-1.1% | 0% | ?

Two of these compounds in another layout:
Results follow in this order: NPSR antag | Tau fluor counter | GLA spleen mod | aGlu spleen mod | GAA inhib | Epigenetic derep | GAA glycogen | ALDH1A1 inh
COc1cc(/C=c2\sc3nc(=O)c(-c4ccccc4)nn3c2=O)ccc1OCCC(C)C
 : -10% | -7% | 19% | -1% | 1% | 12% | 17% | ?
Cc1cccc(-n2nc(C(=O)c3ccco3)cc(-c3nc4ccccc4[nH]3)c2=N)c1
 : -7% | -23% | -5% | -9% | -4% | 0.1% | 10% | -2%

Only part of the results is shown; count on the stated rates, not on these rows.
